Bioassay records as filed in PubChem.
EP2 mod: EP2 receptor modulators, cAMP readout, primary screen, cell-based, HTRF cAMP, PGE2 stimulation | EP2-expressing cells, cAMP HTRF FRET, PGE2 co-stimulation | induction, % at 25 µM | actives 0.83% (n = 260,000);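 active = compounds whose cAMP rise, as percent of the full-agonist control response, exceeds 60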;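 also: rat C6 glioma line stably carrying human EP2 under a CMV promoter; the protocol text gives 20 µM as final concentration; 100% = response of wells given 1 µM PGE2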
Target sequence (P43116 whole entry, looked up): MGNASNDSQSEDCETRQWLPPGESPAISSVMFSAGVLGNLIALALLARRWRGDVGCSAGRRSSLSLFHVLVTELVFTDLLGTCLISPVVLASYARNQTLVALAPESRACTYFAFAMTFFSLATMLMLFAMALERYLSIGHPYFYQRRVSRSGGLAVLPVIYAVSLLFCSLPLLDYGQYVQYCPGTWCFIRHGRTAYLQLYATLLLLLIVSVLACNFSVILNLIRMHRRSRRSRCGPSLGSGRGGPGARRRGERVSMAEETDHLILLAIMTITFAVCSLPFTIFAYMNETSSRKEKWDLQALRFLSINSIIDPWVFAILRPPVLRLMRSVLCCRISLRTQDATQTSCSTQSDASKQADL
EP2 antag: human EP2 receptor antagonists, primary screen, TR-FRET cAMP, C6 glioma cells. Prostaglandin E2 receptor EP2 subtype (Homo sapiens), P43116. C6 glioma cells expressing human EP2; cells stimulated with saturating PGE2. inhibition, % at 25 µM. actives 0.52% (n = 260,000). AID 1422, 2008;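 active = percent inhibition above 40 after rounding to a whole number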;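 also: rat C6 glioma host cells with rolipram phosphodiesterase inhibitor present; the protocol text gives 20 µM as final concentration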
The depositor's hits bear a star; & = joins results of further samples.

compound,EP2 mod,EP2 antag
CC(=O)Nc1cccc(NC(=O)CSc2nnc3c(C)cc4ccccc4n23)c1,-5,7
Fc1ccc(CNc2c(-c3ccco3)nc3cnccn23)cc1,-68,13
O=C1COc2nc3ccccc3cc2CN1C1CCC1,26,4
O=C(COC(=O)c1ccccc1Cl)Nc1ccc2c(c1)OCO2,-27,8
CC1CCCN(C(=O)CSc2nnc3c4c5c(sc4nc(C4CC4)n23)CCCC5)C1 (centres undefined),-17,8
O=C(CSc1nnc(-c2cccs2)o1)N1CCCCCC1,13,19
CC[C@H](Cn1nnn(-c2ccccc2)c1=O)NC(=O)c1cnc(C)cn1,-10,7
CN(/C=C/c1sc2ccc3ccccc3c2[n+]1C)c1ccccc1,-55,19
CCc1nc2sc3c(c2c2nnc(SCC(=O)O)n12)CCCC3,4,5
Cc1oc(C(=O)O)cc1CN,-10,13
Cc1cccc(C(=O)NCN2CCN(c3ccccc3C#N)CC2)c1,10,12
Cc1ccc2cc(CN(Cc3cccs3)Cc3nnnn3Cc3ccc(F)cc3)c(=O)[nH]c2c1C,29,7
COc1ccccc1N1CCN(CCCCNC(=O)c2ccc3ccccc3c2)CC1,-14,14
NC(=O)c1ccc[n+]([C@@H]2O[C@H](COP(=O)([O-])OP(=O)(O)OC[C@H]3O[C@@H](n4cnc5c(N)ncnc54)[C@H](OP(=O)(O)O)[C@@H]3O)[C@@H](O)[C@H]2O)c1,71*,10
CCc1ccccc1OCC(=O)Nc1sc2c(c1C#N)CCCC2,-28,7
CC(=O)Nc1ccc(S(=O)(=O)N2CCN(c3c(C)cccc3C)CC2)cc1,-96,13
COC(=O)C1=C(C(C)=O)C(c2ccc(Cl)cc2Cl)n2nnnc2N1 (centres undefined),-3,3
CC[C@@H](Cn1nc(-c2cccs2)oc1=O)NC(=O)Cn1nc(C)c2ccccc2c1=O,-47,11
CCc1cc(=O)[nH]c(NC2CCN(C(=O)C(C)(C)c3ccc(Cl)cc3)CC2)n1,36,8
CSc1ncc(C(=O)NCc2nc(-c3ccccc3)no2)cn1,-58,8
CC(C)N(C(=O)CSc1nc(C(C)(C)C)nc2ccccc12)C(C)C,3,10
CC1CCCN(CC(O)c2ccc3c(c2)CC(C)N3C(=O)C2CC2)C1 (centres undefined),-25,4
CCCN(C(=O)c1cccs1)c1nnc(-c2ccc(OC)cc2)s1,11,9
Cc1[nH]nc2c1C(c1ccoc1)C(C#N)=C(N)N2 (centres undefined),-62,14
CN(CC(=O)O)Cc1c[nH]c2ccccc12,-14,14
CN1c2ncccc2C(=O)NC12CCN(C(=O)CCn1cncn1)CC2,-11,7
NCc1ccoc1C(=O)O,-26,7
Cc1cccc(NC(=S)NC(=O)c2ccc(OC(C)C)cc2)n1,24,9
CCc1c(C)[nH]c2c1C(=O)C(CN1CCOCC1)CC2 (centres undefined),32,18&5
CCOc1ccccc1/C=C1\SC(N2CCN(CCC#N)CC2)=NC1=O,-103,12
O=C(CSc1ncnc2c1cnn2-c1ccccc1)Nc1ccc2c(c1)OCCO2,-35,8
CCSc1nc2c(c(=O)n(C)c(=O)n2C)n1CC(O)COc1ccc(OC)cc1 (centres undefined),19,13
Cc1cccc(NC(=O)CN2CCC(c3nc4ccccc4s3)CC2)c1C,-127,14
CC1CCCN(c2nc3c(c(=O)[nH]2)CCN(Cc2ccc(N4CCCC4)c(F)c2)C3)C1 (centres undefined),-4,4
Cc1c(Cl)cccc1NC(=O)CSc1nnc2c(n1)[nH]c1ccc(F)cc12,-43,11
Cc1nc2c(c(=O)[nH]1)CCN(C(=O)c1ccc(Cn3cc(Cl)cn3)o1)C2,5,6
Cc1ccc(C(=O)CSc2nnc(-c3ccco3)n2Cc2ccco2)cc1,-14,8
CC1CCCN(Cc2nc3c([nH]2)c(=O)n(C)c(=O)n3C)C1 (centres undefined),-6,8
CC1CCCC(C)N1C(=O)CSc1nnc(-c2ccccc2)o1 (centres undefined),-2,8
COc1ccc(CN2CCc3nc(N4CCC(C)CC4)[nH]c(=O)c3C2)cc1OC,-10,7
C=CCNC(=O)CCCSc1nc(-c2ccco2)cc(C(F)(F)F)n1,-92,12
CC(C)(C)c1nc(NCCN2CCOCC2)c2nnn(Cc3ccccc3)c2n1,19,10
CCC1=NN2C(=N)/C(=C/c3cc(OC)c(OC)c(OC)c3)C(=O)N=C2S1,-29,13
O=C1c2cccc3cccc(c23)C(=O)N1c1ccc2c(=O)nc3c4cccc5cccc(c(=O)n3c2c1)c54,-6,11
CCNC(=S)N(Cc1ccco1)Cc1cc2cc3c(cc2[nH]c1=O)OCO3,20,4
Cn1c(=O)c(C(=O)NNC(=O)c2ccc(Br)cc2)c(O)c2ccccc21,-7,4
Cc1cccc2cc(CN(Cc3nnnn3C3CCCC3)C3CCCC3)c(=O)[nH]c12,15,6
CCOc1ccc(C2C(C(C)=O)=C(O)C(=O)N2CCOC)cc1 (centres undefined),4,9
Cc1ccc(NC(=O)N2CCCCC2)cc1Cl,-40,5
CCc1ncc(CN2CCC(O)(c3ccc4c(c3)OCO4)CC2)cn1,31,6
O=C(O)CCSc1ncnc2nc[nH]c12,28,11
Cc1cc(C)cc(-n2nnnc2SCC(=O)NCc2ccco2)c1,-20,15
CC(=O)N1C(=O)/C(=C2\SC(=S)N(C(C)C(=O)O)C2=O)c2ccccc21 (centres undefined),14,15
Cc1cc(S(=O)(=O)N2CCCCC2C)ccc1-n1cnnn1 (centres undefined),-2,13
CCn1c(N2CCN(S(C)(=O)=O)CC2)nc2ccccc21,-38,9
CCc1ccc2[nH]c(=O)c(CN(CCO)C(=S)Nc3ccccc3C(=O)OC)cc2c1,-4,13
Cc1c(Cl)cccc1NC(=O)c1snc2c(=O)[nH]cnc12,-52,13
COc1ccc(/C=C/c2cc[n+](C)cc2)c(OC)c1,1,7
O=C(Nc1ccc2oc(=O)ccc2c1)c1ccccc1Cl,-12,16
CCc1cc2ccccc2nc1SCC(=O)Nc1ccccc1,45,12

Following part:
SMILES	EP2 mod	EP2 antag
CC1CCCN(CC(O)c2ccc3c(c2)CCCN3C(=O)C(C)C)C1 (centres undefined)	-24	10
O[N+]1=CC=CCC1=S.On1ccccc1=S.[Zn]	-38	118*
Cc1cccnc1NC(=O)CCC(=O)OCC(=O)NCc1ccco1	-9	7
CCOC(=O)CSc1nc(C2CCCCC2)nc2ccccc12	66*	10
CCN(CC)C(=O)C1CCN(S(=O)(=O)c2ccc(OC)c(OC)c2)CC1	-19	10
CCOc1nc(-c2ccccc2)ccc1-c1noc(-c2ccc(OC)c(OC)c2)n1	35	9
COc1ccc(C(=O)NC2CC3CCCC(C2)N3Cc2cccs2)cc1 (centres undefined)	-72	17
Fc1cccc(C2(NCc3cnc(N4CCCCC4)nc3)CC2)c1	-52	8
CC1CCc2c(sc3ncn4c(SCC(=O)Nc5ccccc5)nnc4c23)C1 (centres undefined)	5	10
COCCNC(=O)c1c(NC(=O)c2cccc(C)c2)sc2c1CCCC2	2	12
COc1ccc(NC(=O)CSc2nc3c(c(=O)n(C)c(=O)n3C)n2C(C)C)cc1	-12	9
O=C(CN1CCCCC1)Nc1ccc(OCc2ccccc2)cc1	-105	11
COc1ccccc1NC(=O)CSc1nnc(-c2ccoc2C)n1C	7	7
C=CCn1c(O)c(C=Nc2ccccc2Cl)sc1=S	-11	10
CCN1CCc2c(sc3[nH]c(=S)[nH]c(=S)c23)C1	-5	13
O=C(NC1CC1)C1C2C=CC3(O2)C1C(=O)N(C1CCCC1)C3C(=O)NC1CCCCC1 (centres undefined)	7	9
O=C(c1ncoc1-c1cccs1)N1CCN(c2nc3ccccc3s2)CC1	-74	3
CN1CCN(CCCNC(=O)c2c(O)c3c([nH]c2=O)CCCC3)CC1	-48	2
O=C1NC(c2ccc(F)cc2)C(C(=O)c2cccs2)=C1O (centres undefined)	4	24
CC(C)[C@H](Cn1nc(C2CC2)ccc1=O)NC(=O)C1CC1	-5	6
CCOc1ccc(NC(=O)C2CCN(S(=O)(=O)c3ccccc3)CC2)cc1	-23	5
Cc1cccc2cc(C(c3nnnn3Cc3ccc(F)cc3)N3CCCCC3)c(=O)[nH]c12 (centres undefined)	-14	7
O[C@H](C[C@@H]1CCCCN1)c1ccc2c(c1)oc1ccccc12	20	7
O=C(NC1CC2CCC1C2)c1ccc(Cl)c(S(=O)(=O)N2CCOCC2)c1 (centres undefined)	-13	13
CNC(=S)N(Cc1cc2cc(OC)ccc2[nH]c1=O)CC1CCCO1 (centres undefined)	-4	13

Shown with each value named: part of the list above
CC(C)[C@H](Cn1nc(C2CC2)ccc1=O)NC(=O)C1CC1
  EP2 mod: -5
  EP2 antag: 6
CCOc1ccc(NC(=O)C2CCN(S(=O)(=O)c3ccccc3)CC2)cc1
  EP2 mod: -23
  EP2 antag: 5
Cc1cccc2cc(C(c3nnnn3Cc3ccc(F)cc3)N3CCCCC3)c(=O)[nH]c12 (centres undefined)
  EP2 mod: -14
  EP2 antag: 7
O[C@H](C[C@@H]1CCCCN1)c1ccc2c(c1)oc1ccccc12
  EP2 mod: 20
  EP2 antag: 7

Carrying on.
SMILES	EP2 mod	EP2 antag
O=C1CCCN1CC1CCCN(S(=O)(=O)c2ccc3[nH]c(=O)[nH]c3c2)C1 (centres undefined)	-50	9
Cn1nc(CCC(=O)NC2(c3ccc4c(c3)OCO4)CCCC2)c2ccccc2c1=O	-7	7
CCOC(=O)c1cc2occc2n1CC(=O)N(C(C)C)C(C)C	-17	8
CCOc1cccc(/C(O)=C2/C(=O)C(=O)N(Cc3ccncc3)C2c2cccnc2)c1 (centres undefined)	-25	13
CC(C)[C@H](Cn1nc(C2CC2)ccc1=O)NC(=O)c1ccc(=O)[nH]n1	-18	11
COc1ccc(CCNC(=O)C(=O)NCc2ccc3c(c2)OCO3)cc1OC	-60	7
CCC(=O)Nc1ccc(NC(=O)C2CCCCC2)nc1	-1	9
Oc1cc(O)cc(/C=C/c2ccc(O)c(O)c2)c1	-17	15
CN(C)c1ccc(CN(CCCn2ccnc2)Cc2cccs2)cc1	-51	2
Cc1ccc(-c2nnc(SCC(N)=O)n2-c2cccc3ccccc23)cc1	-3	4
CC(=O)c1ccc(S(=O)(=O)N(Cc2ccco2)Cc2cc3c(C)cc(C)cc3[nH]c2=O)cc1	-107	15
COc1cccc(-n2c(SCC(=O)NC3CCCC3)nnc2-c2ccoc2C)c1	8	12
COc1ccc(C(c2nnnn2C2CCCCC2)N2CCN(Cc3ccccc3)CC2)cc1OC (centres undefined)	6	6
COc1ccc(NC(=O)c2ccco2)cc1NC(=O)c1ccc(Cl)cc1	0	14
Cc1cccc(NC(=O)Cn2cc(C(=O)C(C)C)c3ccccc32)c1	-67	11
O=C(Nc1ccc(Cl)cn1)c1c(O)c2ccccc2[nH]c1=O	-4	13
CCC(C)NC(=O)C1CC(c2ccccc2Cl)=NO1 (centres undefined)	-31	12
CC(C)NC(=O)CSc1nc(CCC2CCCC2)nc2ccccc12	49	20
Cc1ccc2cc(C(c3nnnn3C3CCCC3)N3CCC(C)CC3)c(=O)[nH]c2c1 (centres undefined)	-48	12
COc1ccc2cc(CN(Cc3ccco3)C(=S)Nc3ccc(C)cc3)c(=O)[nH]c2c1	6	10
CC1(C)CC(=O)C2=C(C1)OC(N)=C(C#N)C2c1cn(Cc2ccc(F)cc2)c2ccccc12 (centres undefined)	29	12
COc1ccc(CCn2c(SCC(=O)c3ccccc3)nc3ccccc3c2=O)cc1OC	28	11
COc1cc(/C=c2\sc3n(c2=O)CN(c2ccc(C(C)=O)cc2)CN=3)cc(OC)c1OC	-42	8
CCC(C)(C)NC(=O)CN(C(=O)CCC(=O)Nc1ccccn1)c1ccc(F)cc1	-9	8
COc1ccc(NC(=O)c2ccc3nc(C)sc3c2)cc1	-16	10

Shown as labelled records: 4 of the compounds above.
canonical_smiles: CCCN(C(=O)c1cccs1)c1nnc(-c2ccc(OC)cc2)s1
  EP2 mod: 11 | EP2 antag: 9

canonical_smiles: O=C(CSc1ncnc2c1cnn2-c1ccccc1)Nc1ccc2c(c1)OCCO2
  EP2 mod: -35 | EP2 antag: 8

canonical_smiles: COc1ccc(C(=O)NC2CC3CCCC(C2)N3Cc2cccs2)cc1 (centres undefined)
  EP2 mod: -72 | EP2 antag: 17

canonical_smiles: CSc1ncc(C(=O)NCc2nc(-c3ccccc3)no2)cn1
  EP2 mod: -58 | EP2 antag: 8

Next structures follow.
SMILES	EP2 mod	EP2 antag
COc1ccc(C2CC(c3ccc(Cl)c(Cl)c3)Nc3ncnn32)cc1OC (centres undefined)	-44	12
CCc1nn(CC(=O)NCCc2cccc(F)c2)c(=O)c2cc3occc3n12	-53	7
CCOc1ccc(OCC)c(NC(=O)CSc2cc(C)nc3ccc(OC)cc23)c1	-36	6
COCCCn1nnnc1SCC(=O)Nc1cccc(C)c1C	-51	3
Cc1[nH]c2ccc(F)cc2c1C	-40	8
CC(C)n1c(=O)[nH]c2c(C(N)=O)nc(-c3ccc(Cl)cc3)nc21	9	7
CCOc1ccccc1NC(=O)C1(C)Cc2ccccc2C(=O)O1 (centres undefined)	8	2
CC(C)c1nc2ccccc2n1CC(O)COc1ccc(F)cc1 (centres undefined)	-16	13
CC(C)c1ccc(N(CC(=O)N2CCC(C(N)=O)CC2)S(C)(=O)=O)cc1	10	9
CCc1ccc(-n2c(SCC(=O)NC(C)(C)C)nnc2-c2ccccn2)cc1	-12	3
O=C(Cn1cnc2sc3c(c2c1=O)CCCC3)OC1CCCCC1	-45	12
COc1cc(/C=C\c2nc(O)c([N+](=O)[O-])c(=O)[nH]2)ccc1C	29	9

An excerpt; rates above refer to the full screens.
